Screening data from PubChem.
CXCR6 block – CXCR6 (human) receptor inhibition | CHO-K1 PathHunter CXCR6 beta-arrestin, luminescence | O00574 | inhibition, % at 20 µM | hit rate 0.36% among 360,000 | AID 602244; in the data active means inhibition above about 34%, passing the limit was not always enough;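 further: antagonist mode with CXCL16 agonist at 10 nM final; 0% = 10 nM CXCL16 with DMSO and 100% = unstimulated wells without agonist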
Jurkat NFkB inh – inhibitors of the PMA/ionomycin-induced NF-kB reporter in Jurkat cells; PMA/ionomycin-induced NF-kB luciferase reporter, luminescence; inhibition, % at 4 µM; hit rate 0.53% among 330,000; AID 435003; in the data active means inhibition above about 50%
CCR6 antag – blocks CCL20-driven beta-arrestin recruitment at human CCR6 | P51684 | CHO-K1 CCR6 PathHunter beta-arrestin, luminescence, CCL20-stimulated | inhibition, % at 20 µM | hit rate 0.49% among 340,000;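 active means compounds whose inhibition of the agonist-driven luminescence signal at 20 µM reaches about 50%, limit read from the data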;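 further: cells stimulated with CCL20 at 14 nM final; plate controls were DMSO with CCL20 for no effect and DMSO without agonist for full effect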
Target sequence (P51684 whole entry, looked up): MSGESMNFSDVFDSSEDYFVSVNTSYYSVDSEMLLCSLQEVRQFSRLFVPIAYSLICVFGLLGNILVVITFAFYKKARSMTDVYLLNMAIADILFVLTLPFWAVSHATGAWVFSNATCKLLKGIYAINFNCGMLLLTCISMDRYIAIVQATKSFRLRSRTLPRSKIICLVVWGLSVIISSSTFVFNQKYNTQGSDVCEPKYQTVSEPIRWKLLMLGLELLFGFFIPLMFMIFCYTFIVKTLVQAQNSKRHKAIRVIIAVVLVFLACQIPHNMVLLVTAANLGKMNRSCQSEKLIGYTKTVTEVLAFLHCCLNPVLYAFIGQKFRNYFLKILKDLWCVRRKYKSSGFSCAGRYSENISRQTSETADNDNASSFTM
EBI2 antag – blocks human EBI2 receptor beta-arrestin signaling; AID 651636; inhibition, % at 5 µM; hit rate 0.81% among 360,000; EBI2 beta-arrestin recruitment, luminescence, 7a,25-OHC stimulated; P32249; in the data active means inhibition above about 38%;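 further: enzyme fragment complementation signal reports receptor beta-arrestin coupling in cells; 0% = agonist plus DMSO wells and 100% = wells without agonist; some results beyond the cut were filed as inactive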
Target sequence (P32249 whole entry, looked up, the tested form may be a part): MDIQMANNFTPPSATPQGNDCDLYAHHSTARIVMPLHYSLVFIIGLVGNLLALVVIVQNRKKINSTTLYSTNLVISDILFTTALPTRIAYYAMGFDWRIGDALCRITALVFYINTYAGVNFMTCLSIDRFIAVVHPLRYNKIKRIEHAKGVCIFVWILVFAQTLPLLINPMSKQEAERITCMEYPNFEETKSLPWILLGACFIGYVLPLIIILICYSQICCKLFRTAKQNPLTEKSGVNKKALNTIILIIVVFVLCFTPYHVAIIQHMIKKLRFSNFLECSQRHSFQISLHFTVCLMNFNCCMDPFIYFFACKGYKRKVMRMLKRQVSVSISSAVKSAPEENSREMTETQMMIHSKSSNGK
Gli-Sufu antag – Gli-Sufu pathway antagonism. hit rate 0.74% among 340,000. AID 588413. Sufu-KO-LIGHT fibroblasts, Gli luciferase reporter luminescence. inhibition, % at 5 µM;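 active means inhibition above about 55%, limit read from the data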;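 further: 0% = DMSO-treated cells and 100% = wells with medium but no cells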
UBC13 polyUb – human UBC13 polyubiquitination inhibition; UBC13 polyubiquitin chain formation, TR-FRET; inhibition, % at 20 µM; hit rate 0.47% among 330,000; AID 485273; in the data active means inhibition above about 45%, passing the limit was not always enough
Target sequence (P61088 whole entry, looked up): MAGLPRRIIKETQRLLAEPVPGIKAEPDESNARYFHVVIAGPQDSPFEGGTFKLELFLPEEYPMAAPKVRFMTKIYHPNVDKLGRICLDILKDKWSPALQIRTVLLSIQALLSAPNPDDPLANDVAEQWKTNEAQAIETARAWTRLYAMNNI
697 NFkB inh – lowers PMA/ionomycin-induced NF-kB signal in 697 B cells. 697 B-cell NF-kB luciferase reporter, 16 h. inhibition, % at 4 µM. hit rate 0.33% among 330,000. AID 435022; in the data active means inhibition above about 35%
APJ antag – APJ receptor antagonism; inhibition, % at 20 µM; CHO-K1 APJ beta-arrestin complementation, luminescence; hit rate 0.32% among 330,000; P35414; AID 2521;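 active means inhibition above about 40% at 20 µM, limit read from the data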;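 further: cells challenged with 10 nM apelin-13 agonist together with compound; plate controls were apelin-13 plus DMSO wells for no effect and DMSO wells lacking apelin-13 for full effect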
* marks the source's active call; other numbers are inactive results; i = inactive; / = not tested or not shown.

compound	CXCR6 block	Jurkat NFkB inh	CCR6 antag	EBI2 antag	Gli-Sufu antag	UBC13 polyUb	697 NFkB inh	APJ antag
NS(=O)(=O)c1ccc(NC(=O)c2ccc(S(=O)(=O)N3CCCCCC3)cc2)cc1	8.1	10.4	3.1	0.7	1.1	-1.7	1.6	17.2
CCOc1ccc(N2CC(=O)Nc3ccccc3NCC2=O)cc1	3.6	-4.4	4.7	14.0	1.6	-5.4	24.0	8.0
Cc1ccc2nc(/C(C#N)=C\c3ccc(Oc4ccc(C(F)(F)F)cc4[N+](=O)[O-])cc3)[nH]c2c1	-10.4	3.7	-31.3	33.8	10.0	-20.3	-10.6	-6.3
COc1cc(S(=O)(=O)N2CCCCC2)ccc1NC(C)=O	1.7	4.9	8.5	-0.9	3.0	4.5	16.7	-5.8
CCOC(=O)c1ccc(Nc2cc(C)nc(C)c2C(=O)OCC)cc1	-3.5	-4.1	21.1	13.2	-1.0	17.0	-4.7	9.7
O=C(Nc1ccccc1O)N1c2ccccc2Sc2ccccc21	-2.1	8.7	10.8	19.2	/	15.9	11.9	-2.2
N#C/C(=N\Nc1cc(Cl)cc(Cl)c1)c1nnc2n1CCCCC2	14.2	-9.7	43.3	20.7	7.3	-19.0	-13.4	28.6
CCCCC(=O)OCc1nc(N)nc(Nc2ccccc2C)n1	2.9	-6.4	5.7	-5.5	-7.2	-1.7	-11.9	-5.1
CCOc1cc(/C=C/C(=O)O)ccc1OCCOc1ccc(F)cc1	-3.9	8.1	5.5	-8.3	3.1	-7.2	4.0	5.7
Cc1ccc(O)c(NC(=O)CCC2CCCCC2)c1	-13.5	64.4*	13.9	3.1	-6.3	-7.2	3.3	-19.2
Cc1cc(C)cc(NC(=O)CC23CC4CC(C2)CC(n2nnc(C)n2)(C4)C3)c1	-2.6	6.4	23.7	8.0	5.3	6.2	-12.3	-5.7
Brc1ccc(N=Cc2ccccn2)cc1	-12.1	-10.9	2.4	3.6	29.7	16.5	-5.7	-12.1
Cc1cccc(Sc2ccc([N+](=O)[O-])cc2[N+](=O)[O-])n1	-6.8	-10.9	-3.4	-44.7	-3.2	-13.7	-3.4	-20.0
COc1ccccc1CN1CCC(CNS(=O)(=O)c2cc(-c3onc(C)c3C)ccc2OC)CC1	-3.5	19.8	27.5	-8.4	39.5	10.7	-2.9	1.9
Cc1ccc(Cc2ccccc2C(=O)O)cc1	4.6	/	-6.5	1.2	0.3	/	/	/
COc1ccc(C(CCNCc2ccc(N(C)C)cc2)c2ccccc2OC)cc1 (stereo unspecified)	-13.9	7.8	11.9	-9.7	21.0	21.3	-16.4	16.2
CCO[C@@H]1OC(C(=O)N2CCN(Cc3ccccc3)CC2)=C[C@H](C)[C@H]1CCCO	-2.7	-4.1	-9.2	-1.8	3.4	0.3	11.0	3.8
COc1ccc(NS(=O)(=O)c2cccc(C(=O)NCC(c3ccccc3OC)N3CCCC3)c2)cc1 (stereo unspecified)	9.4	-21.6	15.5	2.2	23.6	12.7	-7.3	-1.5
CCN(CC)c1nc2c(c(=O)[nH]c(=O)n2C)n1Cc1ccccc1	7.8	15.0	-9.8	-8.0	-7.3	6.1	16.5	4.6
Cc1ccc(C(=O)Nc2cccc(-c3cnc4ccccc4n3)c2)cc1	11.4	-7.9	24.5	6.6	-30.6	1.9	-55.9	7.8
Cn1ncc([N+](=O)[O-])c1C(=O)N/N=C/c1c[nH]c2ccccc12	-2.7	5.1	13.1	1.0	-8.1	-6.3	3.3	1.6
CCc1ccc(O)c(N=Cc2cccc(C)c2O)c1	-1.6	2.6	1.9	-9.1	-7.1	-1.1	-27.5	-12.2
Cc1cc2nc(/C(C#N)=C/c3ccncc3)[nH]c2cc1C	-3.0	-10.8	-3.8	21.1	2.7	-7.8	-0.6	-64.1
S=C(NCc1ccccc1)NCC1COc2ccccc2O1 (stereo unspecified)	2.0	2.7	-4.9	-1.1	-2.5	0.6	-17.2	-10.2
Cc1ccc(NC(=O)CSc2nnc(-c3ccccn3)n2N)c(Br)c1	-4.2	3.1	1.4	3.5	7.0	0.7	33.7	-2.8
Cc1ccc(NC(=O)c2ncn(CC(=O)NCc3ccc4c(c3)OCO4)n2)cc1C	-4.2	/	11.2	2.7	-44.0	/	-25.8	/
Cc1ccccc1-c1nn(-c2ccc(F)cc2F)cc1CNC1CC1	2.2	12.2	7.9	1.2	3.3	9.1	7.7	-9.0
CC(C)(C)c1nnc2sc(SCC(=O)c3cccs3)nn2c1=O	5.4	6.6	15.3	-4.6	7.5	-0.9	13.2	20.2
O=S(=O)(c1ccc(Cl)nc1)N1CCC(Cc2ccccc2)CC1	-0.9	-10.5	15.6	2.2	16.8	-2.6	27.7	18.8
CCOCCn1ccc2c(OCC(=O)Nc3ccccc3F)cccc2c1=O	-3.1	-1.8	8.0	12.2	5.6	1.9	-11.0	4.7
O=C(CC1c2ccccc2Oc2ccccc21)NCc1ccco1	-3.9	1.4	4.9	-2.2	-2.8	5.5	4.6	19.8
O=c1c2sc3nc(N4CCOCC4)c4c(c3c2nnn1Cc1ccccc1)CCCC4	-0.7	-15.6	0.7	10.3	-7.8	-12.3	-22.2	-16.9
Cc1cc2ccccc2c(=O)n1CC(=O)NC1CCCCCC1	6.2	4.8	12.5	-8.4	-2.0	6.5	-17.5	-6.1
CC1(C)CC(NC(=O)c2sc3cc(Cl)ccc3c2Cl)CC(C)(C)N1	3.2	27.1	8.6	-3.1	32.8	15.0	2.9	-7.6
Cc1c(C)n(-c2ccccc2)c2ncnc(NCCCN(C)C)c12	2.1	-4.2	8.6	-0.3	4.4	4.8	-24.5	10.1
O=C(COC(=O)CCSc1ccc(F)cc1)NCc1ccc(F)cc1	-5.6	4.6	1.9	-11.1	6.7	8.2	-3.4	10.5
CC(=O)NC1C(=O)N=C(SCC(=O)NC2CCCCC2)NC1=O (stereo unspecified)	6.4	1.3	-2.9	-0.5	-0.7	8.8	17.3	5.8
Cn1c(=O)c2c(nc(Br)n2Cc2ccccc2Cl)n(C)c1=O	1.6	-18.3	11.3	0.1	2.8	-13.1	-15.7	8.7
COc1ccc(C2C(C#N)=C(C)NC3=C2C(=O)c2ccccc23)cc1 (stereo unspecified)	7.3	2.5	22.0	3.4	7.6	-1.6	-2.0	17.0
O=C(/C=C/c1ccccc1[N+](=O)[O-])N1CCN(c2ccccc2F)CC1	-2.9	3.1	-3.9	-3.8	15.6	-0.8	-28.7	-19.8
O=C(CN1CCCCC1)Nc1cccc(Cl)c1Cl	5.4	-5.6	3.1	-11.8	-48.4	5.5	18.6	19.5
O=c1[nH]cnc2sc3c(c12)CN(Cc1ccccc1)CC3	0.4	16.2	4.6	-3.9	-10.2	9.9	18.0	-2.5
CCOC(=O)N1CCN(C(=O)c2cccc(S(=O)(=O)Nc3ccccc3Cl)c2)CC1	2.9	-1.6	7.0	-2.7	2.6	11.8	18.5	20.8
CCCCn1c(=O)n(Cc2cccc(F)c2)c(=O)c2c1ncn2Cc1ccco1	0.7	0.8	14.0	5.7	7.0	7.5	2.3	10.9
COc1ccc(C(C(=O)NC2CCCCC2)N(C(=O)CCl)c2ccc(C)cc2)cc1 (stereo unspecified)	1.0	94.5*	10.7	14.8	86.2*	-0.1	95.1*	9.4
COCC(C)NC(=S)NCCc1ccc(Cl)cc1Cl (stereo unspecified)	-5.3	7.8	5.2	-2.3	-3.6	2.0	-8.1	-6.1
COCCn1c(SCC(=O)c2ccc(F)cc2)nnc1C(C)C	14.4	-5.3	11.6	6.8	-1.5	-7.0	6.4	22.1
CCC(CC)NC(=O)c1cc([N+](=O)[O-])ccc1N1CCOCC1	-5.3	5.9	8.7	36.4	4.6	-3.7	-0.6	-2.7
FC(F)(F)c1ccc(-c2nnc(-c3cccnc3)o2)cc1	4.0	-14.7	2.2	6.4	-5.5	6.2	-18.9	12.3
Cc1ccccc1NC(=O)C(Cc1ccccc1)n1cccc1 (stereo unspecified)	7.3	12.4	14.3	-1.1	-2.7	7.0	4.3	15.8
CCOc1ccc(CN2CCNC(=O)C2CC(=O)NCCCC2CCCC2)cc1 (stereo unspecified)	8.7	8.9	-1.4	6.3	3.3	0.8	11.3	3.4
COc1ccc2cc(C(=O)OC(C)C)sc(=O)c2c1OC	1.4	-9.6	3.4	14.5	5.2	-1.6	-5.2	-7.2
O=C(COC(=O)c1ccc(OC(F)F)cc1)NCc1cccs1	4.5	-7.5	-0.5	7.5	4.1	1.3	1.7	-13.3
CC1CCCN(C(=O)CNC(=O)c2sc3ccccc3c2Cl)C1 (stereo unspecified)	-7.4	-94.5	6.7	-5.5	-62.9	-7.0	-61.7	-57.3
O=c1c(C(c2ccc(O)cc2)c2c(O)nc3n(c2=O)CCCS3)c(O)nc2n1CCCS2	3.4	-4.8	-18.4	-3.5	0.7	-16.1	11.9	-6.2
CCCS(=O)(=O)C(=C(Nc1ccc(OC)cc1)Nc1ccc(OC)cc1)S(=O)(=O)CCC	-3.7	6.5	3.4	1.5	-0.6	6.7	9.2	14.7
CC(C)C[C@H](NC(=O)N1CCn2c1nc1ccccc12)C(=O)NCC1CCCO1 (stereo partly specified)	-0.2	10.5	10.6	-5.7	10.2	-4.7	-13.8	17.8
Cn1c(=O)c2c(nc(SCC(=O)c3cccs3)n2Cc2ccc(F)cc2)n(C)c1=O	10.8	-15.1	20.2	21.6	8.1	-5.4	-68.9	9.8
CCN(C(=O)CSc1nc2ccc(O)cc2c(=O)n1-c1ccc(OC)c(OC)c1)C1CCS(=O)(=O)C1 (stereo unspecified)	3.4	7.7	5.7	3.0	-2.1	-14.6	12.5	2.7
COC(=O)CCC(=O)NNC(=O)c1ccc(Cl)cc1Cl	-1.7	-0.3	-8.4	-8.2	3.1	i	12.9	-2.0

(cont.)
compound	CXCR6 block	Jurkat NFkB inh	CCR6 antag	EBI2 antag	Gli-Sufu antag	UBC13 polyUb	697 NFkB inh	APJ antag
Cc1ccc(S(=O)(=O)N2CCN(C(=O)N3CCOCC3)CC2)c(C)c1	-2.6	9.1	-10.5	-8.4	-6.9	-1.6	-0.4	2.9
CC(C)c1nnc(NC(=O)C2CCCN2S(=O)(=O)c2ccc(Cl)cc2)s1 (stereo unspecified)	8.5	0.9	8.6	5.2	4.5	-4.3	-33.6	8.3
N#Cc1cccc(OC(=O)c2ccc3c(=O)n4c(nc3c2)CCC4)c1	-1.1	4.5	9.5	-21.8	-13.1	18.9	8.3	3.6
CC1CCN(CCC(=O)Nc2ccc3c(c2)CCC3)CC1	-1.2	-19.0	14.0	8.4	1.8	4.0	4.5	-5.6
O=C(Nc1ccc([N+](=O)[O-])cc1Br)c1cccnc1	-13.6	-3.2	-1.6	-6.7	-1.7	-4.1	-19.6	-26.9
